Source: PubChem
AMPAR-TARP mod = modulates AMPAR-stargazin complexes. O88602+P19491. HEK293 GluA2+stargazin, membrane potential dye (FDSS), glutamate EC50; hits were called plate by plate, in both directions. calls only at 30 µM. 40,000 compounds, 3.5% hits. AID 1259245;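 active = any of four per-well response measures lying three or more SD from its plate-wide compound average, in either direction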
Target sequence (O88602 whole entry, looked up): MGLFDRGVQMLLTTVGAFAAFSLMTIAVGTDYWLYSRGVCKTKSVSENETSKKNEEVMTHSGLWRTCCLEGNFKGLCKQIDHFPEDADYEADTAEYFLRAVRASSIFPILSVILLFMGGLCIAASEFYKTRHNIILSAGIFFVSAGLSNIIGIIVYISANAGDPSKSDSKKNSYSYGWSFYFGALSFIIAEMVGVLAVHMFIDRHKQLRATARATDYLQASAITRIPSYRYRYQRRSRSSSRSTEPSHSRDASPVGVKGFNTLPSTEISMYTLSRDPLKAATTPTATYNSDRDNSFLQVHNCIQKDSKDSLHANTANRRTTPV
Target sequence (P19491 whole entry, looked up): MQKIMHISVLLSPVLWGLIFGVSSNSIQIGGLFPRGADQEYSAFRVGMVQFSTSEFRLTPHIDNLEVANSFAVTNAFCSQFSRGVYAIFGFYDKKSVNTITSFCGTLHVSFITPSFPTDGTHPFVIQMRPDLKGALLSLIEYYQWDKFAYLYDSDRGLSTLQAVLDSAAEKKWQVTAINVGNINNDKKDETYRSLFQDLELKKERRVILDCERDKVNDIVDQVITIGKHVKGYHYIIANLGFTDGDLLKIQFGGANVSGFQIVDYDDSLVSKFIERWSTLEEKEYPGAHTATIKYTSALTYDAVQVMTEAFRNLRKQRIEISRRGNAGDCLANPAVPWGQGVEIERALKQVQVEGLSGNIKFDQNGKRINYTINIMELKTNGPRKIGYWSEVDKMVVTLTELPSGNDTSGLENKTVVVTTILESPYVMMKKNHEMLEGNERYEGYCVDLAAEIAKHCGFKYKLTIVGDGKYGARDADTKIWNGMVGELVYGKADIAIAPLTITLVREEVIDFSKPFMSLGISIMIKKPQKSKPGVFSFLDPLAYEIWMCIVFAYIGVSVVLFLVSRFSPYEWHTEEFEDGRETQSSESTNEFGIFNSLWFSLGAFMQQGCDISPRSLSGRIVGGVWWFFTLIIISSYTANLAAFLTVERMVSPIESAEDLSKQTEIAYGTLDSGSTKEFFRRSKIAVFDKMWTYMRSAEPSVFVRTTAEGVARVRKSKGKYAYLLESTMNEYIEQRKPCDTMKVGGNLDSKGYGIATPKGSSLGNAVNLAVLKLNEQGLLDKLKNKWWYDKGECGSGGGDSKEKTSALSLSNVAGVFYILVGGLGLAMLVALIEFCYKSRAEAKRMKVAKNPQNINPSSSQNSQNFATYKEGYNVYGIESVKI
AMPAR-TARP mod agonism max-min = recorded beside AMPAR-TARP mod, whose call it bears; compound max-min signal; compound-alone response (agonism);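 unitless range of fluorescence divided by baseline over first 100 seconds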
AMPAR-TARP mod glutamate slope = recorded beside AMPAR-TARP mod, whose call it bears; glutamate slope, % of max; measured here: glutamate response slope, % max;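 scaled per plate between vehicle wells and maximal 1 mM glutamate control wells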
Active calls of the source: *; i = inactive; + = active, no number; & = joins results of further samples.

AMPAR-TARP mod agonism max-min | AMPAR-TARP mod | SMILES | AMPAR-TARP mod glutamate slope
0.078 | i | Cc1ccc(S(=O)(=O)c2cnc(SCC(=O)NC3CCCCC3)[nH]c2=O)cc1Cl | 77
0.058 | i | CC1Cc2cc(-c3cc(CC(=O)NCc4cc(-c5cccs5)on4)no3)ccc2O1 (stereo not drawn) | 37
0.059 | i | COc1cc(-c2nc(COC(=O)c3nnn(-c4ccc(F)cc4)c3C)c(C)o2)cc(OC)c1OC | 69
0.14 | i | COc1ccc(NC(=O)Cn2cc(-c3ccc(C)cc3)c(N(C)C)n2)cc1 | 54
0.079 | i | O=C(NCC1CCN(C(=O)/C=C/c2ccco2)CC1)c1cc(=O)c2ccccc2o1 | 47
0.095 | i | CCOCC(=O)N1c2ccccc2CC1C(N)=O (stereo not drawn) | 59
0.053 | i | COCCCNC(=O)c1ccc(C(C)(C)C)cc1 | 51
0.035 | i | CCCC(=O)N(CCN1CCOCC1)c1nc2ccc(Br)cc2s1 | 38
0.12 | i | Cc1nc(SCc2nc(-c3ccc4c(c3)OCO4)no2)[nH]c(=O)c1CCO | 54
0.1 | i | Cc1nn(CCNS(=O)(=O)c2ccccc2)c(C)c1Cl | 62
0.11 | i | Cn1c(=O)[nH]c(=O)c2c1nc(NNC=O)n2Cc1ccccc1 | 63
0.074 | i | Cc1ccc(-n2ncc3c(=O)n(NC(=O)COc4ccc(Cl)cc4Cl)cnc32)cc1 | 81
0.072 | i | CC(=O)N1CCC(C(=O)NCC#CCN2CCc3ccccc3C2)CC1 | 49
0.098 | i | COc1ccc(SCCC(=O)Nc2nc3ccc(OC)cc3s2)cc1 | 76
0.054 | i | NC(=O)CSc1nc(=O)n(CCCO)c2c1CCCC2 | 40
0.13 | i | COc1cc(N2CCN(S(=O)(=O)c3cc(Cl)ccc3Cl)CC2)nc(OC)n1 | 56
0.034 | i | Cc1ccccc1NC(=O)NC1CCS(=O)(=O)C1 (stereo not drawn) | 41
0.062 | i | CC(=O)c1ccc(OC(=O)c2ccccc2C)cc1 | 54
0.079 | i | CS(=O)(=O)N1CCN=C1SCc1ccc(F)cc1 | 52
0.13 | i | CC1CCC2(CC1)NC(=O)N(CC(=O)NCc1ccc(F)cc1)C2=O (stereo not drawn) | 53
0.076 | i | CCOc1ccc(C(=O)NCC(c2cccc3ccccc23)N2CCOCC2)cc1OCC (stereo not drawn) | 95
0.06 | i | CCOCCn1c(N2CCCCC2)nc2c1c(=O)[nH]c(=O)n2C | 46
0.15 | i | COc1ccc(-c2c(C)nn3c(-n4ccnc4)cc(C)nc23)cc1OC | 62
0.082 | i | O=C(Nc1nc(-c2ccccc2)cs1)C1CCCCN1S(=O)(=O)c1cccs1 (stereo not drawn) | 53
0.092 | i | CS(=O)(=O)N1CCCCC1C(=O)N1CCN(c2nc3ccc(F)cc3s2)CC1 (stereo not drawn) | 59

Sorted by length of the SMILES (ascending): part of the list above
AMPAR-TARP mod agonism max-min | AMPAR-TARP mod | SMILES | AMPAR-TARP mod glutamate slope
0.053 | i | COCCCNC(=O)c1ccc(C(C)(C)C)cc1 | 51
0.062 | i | CC(=O)c1ccc(OC(=O)c2ccccc2C)cc1 | 54
0.054 | i | NC(=O)CSc1nc(=O)n(CCCO)c2c1CCCC2 | 40
0.1 | i | Cc1nn(CCNS(=O)(=O)c2ccccc2)c(C)c1Cl | 62
0.098 | i | COc1ccc(SCCC(=O)Nc2nc3ccc(OC)cc3s2)cc1 | 76
0.06 | i | CCOCCn1c(N2CCCCC2)nc2c1c(=O)[nH]c(=O)n2C | 46
0.11 | i | Cn1c(=O)[nH]c(=O)c2c1nc(NNC=O)n2Cc1ccccc1 | 63
0.15 | i | COc1ccc(-c2c(C)nn3c(-n4ccnc4)cc(C)nc23)cc1OC | 62
0.076 | i | CCOc1ccc(C(=O)NCC(c2cccc3ccccc23)N2CCOCC2)cc1OCC (stereo not drawn) | 95
0.13 | i | COc1cc(N2CCN(S(=O)(=O)c3cc(Cl)ccc3Cl)CC2)nc(OC)n1 | 56
0.058 | i | CC1Cc2cc(-c3cc(CC(=O)NCc4cc(-c5cccs5)on4)no3)ccc2O1 (stereo not drawn) | 37
0.079 | i | O=C(NCC1CCN(C(=O)/C=C/c2ccco2)CC1)c1cc(=O)c2ccccc2o1 | 47
0.078 | i | Cc1ccc(S(=O)(=O)c2cnc(SCC(=O)NC3CCCCC3)[nH]c2=O)cc1Cl | 77
0.059 | i | COc1cc(-c2nc(COC(=O)c3nnn(-c4ccc(F)cc4)c3C)c(C)o2)cc(OC)c1OC | 69

(more compounds)
AMPAR-TARP mod agonism max-min | AMPAR-TARP mod | SMILES | AMPAR-TARP mod glutamate slope
0.11 | i | O=C(CN1CCC(c2nnc(-c3ccc(F)cc3)o2)CC1)Nc1cccc(Cl)c1Cl | 49
0.041 | i | O=C(c1cc2ccccc2oc1=O)N1CCC2(CC1)NC(=O)N(Cc1ccc(F)cc1)C2=O | 21
0.082 | i | CC(O)CNC(=O)C(=O)NCc1cccs1 (stereo not drawn) | 73
0.061 | i | NS(=O)(=O)c1ccc(CCNC(=O)C(=O)Nc2ccc(F)c(Cl)c2)cc1 | 50
0.068 | i | COc1ccc(S(=O)(=O)N(C)C2CCCCC2)c2ccccc12 | 60
0.093 | i | COc1ccc(-c2ccc(=O)n(CCNC(=O)Nc3cccc(C(F)(F)F)c3)n2)cc1 | 32
0.047 | i | CC(C)C(=O)Nc1ccc(SCCN(C(C)C)C(C)C)nn1 | 32
0.056 | i | Cc1cc(C)c(NC(=O)C(=O)NCC2COC3(CCCC3)O2)c(C)c1 (stereo not drawn) | 39
0.095 | i | O=S(=O)(c1ccc2nncn2c1)N(Cc1cccc(F)c1)c1ccc2c(c1)OCO2 | 60
0.14 | i | COc1ccc(-n2c(N)c(C(=O)NCC(C)C)c3nc4ccccc4nc32)cc1OC | 65
0.069 | i | Cc1ccc(NC(=O)N2CCN(c3ccc(-c4ccccc4C)nn3)CC2)cc1C | 57
0.093 | i | CCc1nnc(-c2ccc(NC(=O)c3ccc4c(c3)OCO4)cc2)o1 | 62
0.1 | i | CCc1ccc(NCc2cc3cc4c(cc3n(CC(=O)Nc3ccccc3)c2=O)OCCO4)cc1 | 50
0.026 | i | COc1ccc(OC)c(-c2ccc(N3CCN(C(=O)CC4CCCC4)CC3)nn2)c1 | 21
0.087 | i | O=C(c1cc2ccccc2o1)N1CCC(CNS(=O)(=O)c2ccc(C(F)(F)F)cc2)CC1 | 40
0.095 | i | Cc1c(NC(=O)CNC(=O)C2CCCCC2)c(=O)n(-c2ccccc2)n1C | 50
0.11 | i | Cc1ccc(S(=O)(=O)NCC(c2ccc3c(c2)OCO3)N2CCN(c3ccccc3F)CC2)cc1 (stereo not drawn) | 75
0.083 | i | CSc1ccccc1CN1CCC(CNC(=O)C(=O)Nc2ccon2)CC1 | 58
0.1 | i | CCn1ccnc1N1CCN(C(=O)COc2ccc(OC)cc2)CC1 | 66
0.11 | i | O=C(c1cc2ccccc2oc1=O)N1CCc2cc(S(=O)(=O)NC3CCCC3)ccc21 | 66
0.083 | i | O=C(NCCc1c[nH]c2ccccc12)C(=O)NCc1cccs1 | 78
0.19 | i | COc1cc(-n2nnc(C(=O)NCc3ccccc3)c2N)ccc1Cl | 54
0.077 | i | O=C(CCCCn1c(=O)[nH]c2ccccc2c1=O)NCc1ccc(F)cc1 | 49
0.097 | i | COc1ccc(/C=C\C(=O)N2CCN(c3nccn3C)CC2)cc1OC | 61
0.075&0.041 | i | COc1cccc(NC(=O)CSc2nnnn2-c2cc(Cl)ccc2C)c1 | 40&83
0.063 | i | COc1ccc(S(=O)(=O)NCC(c2ccsc2)N2CCOCC2)cc1F (stereo not drawn) | 41
0.093 | i | Cn1cccc1C(O)CNC(=O)c1ccsc1 (stereo not drawn) | 65
0.15 | i | Cc1onc(-c2ccccc2Cl)c1C(=O)NC1CCCC(O)C1 (stereo not drawn) | 85
0.036 | i | O=C(NCC1CCN(C(=O)c2ccccc2F)CC1)c1ccc(Br)o1 | 42
0.13 | i | CCOC(=O)c1sc(NC(=O)c2cc(C)no2)c(C#N)c1C | 47
0.081 | i | COc1ccc(C)cc1N1CCn2c1nc1c2c(=O)n(Cc2ccc(C)cc2)c(=O)n1C | 38
0.089 | i | O=C(CCCS(=O)(=O)c1ccc(F)cc1)Nc1nc(-c2ccc(Br)s2)cs1 | 61
0.11 | i | Cc1nc(-c2ccccc2)sc1CC(=O)NCCn1ncccc1=O | 61
0.095 | i | COc1ccc(S(=O)(=O)N2CCCC(C(=O)Nc3c4c(nn3C)CCC4)C2)cc1 (stereo not drawn) | 61
0.12 | i | Cc1ccc(COc2cccc(N3CCn4c3nc3c4c(=O)n(C)c(=O)n3C)c2)cc1 | 62
0.047 | i | CCOC(=O)c1ccc(NC(=O)Cn2cc(-c3ccccc3)c3ncn(CCOC)c(=O)c32)cc1 | 41
0.034 | i | C#CCn1c(=NC(=O)C2CCN(S(C)(=O)=O)CC2)sc2cc(SC)ccc21 | 28
0.12 | i | O=C(Nc1ccc(Cl)c(Cl)c1)Nc1ccc2c(c1)CN(C(=O)C1CC1)CC2 | 53
0.11 | i | CCOc1ccc(CC(=O)Nc2cc(-c3ccco3)nn2-c2nc(-c3ccccc3)cc(=O)[nH]2)cc1 | 58
0.028 | i | CN1C(=O)NC2(CCNCC2)C1=O | 28
0.093 | i | CCOc1ccccc1NC(=O)CSc1ccc(NC(=O)C(C)C)nn1 | 48
0.09 | i | Cc1ccc(CNC(=O)Cn2cnc(-c3ccc(C)cc3)cc2=O)cc1 | 51
0.086 | i | Cn1cnnc1SCC(=O)N1CCC(Cc2ccccc2)CC1 | 53
0.053 | i | CCCc1ccc(S(=O)(=O)Nc2ccc3c(c2)N(S(=O)(=O)CC)CCC3)cc1 | 62
0.14 | i | COc1ccccc1NC(=O)Cn1cc(-c2nnc(-c3ccco3)o2)c2ccccc21 | 64
0.13 | i | O=C(CCn1nnc2ccccc2c1=O)NCCc1ccncc1 | 66
0.037 | i | O=C(C1CCCO1)N1CCC2(CC1)NC(=O)N(CCOc1ccccc1)C2=O (stereo not drawn) | 29
0.052 | i | COc1ccc(-c2c(C)oc3cc(OCC(N)=O)ccc3c2=O)cc1 | 47
0.092 | i | CCOCC(=O)Nc1c2c(nn1CC(=O)NCCOC)CSC2 | 64
0.066 | i | CCCN1CCCc2cc(CCNC(=O)C(=O)Nc3c(C)cccc3C)ccc21 | 3

(continued)
AMPAR-TARP mod agonism max-min | AMPAR-TARP mod | SMILES | AMPAR-TARP mod glutamate slope
0.093 | i | CCn1nnc2c(NCc3ccccc3OC)ncnc21 | 65
0.093 | i | CS(=O)(=O)N1CCN(C(=O)CCc2csc(NC(=O)c3cccs3)n2)CC1 | 59
0.18* | + | CSc1ccc(CC(=O)Nc2ccc([N+](=O)[O-])cc2)cc1 | 57*
0.081 | i | CCSc1ccccc1C(=O)N1CCN(C(=O)c2cnn3ccccc23)CC1 | 54
0.12 | i | O=C(CSCc1ccccc1)NCC(O)(c1cccs1)C1CC1 (stereo not drawn) | 41
0.094 | i | COC(=O)c1ccc(C(=O)NCC(O)c2cccn2C)cc1 (stereo not drawn) | 69
0.049 | i | CCn1ccnc1N1CCN(C(=O)c2cc(C)on2)CC1 | 37
0.055 | i | CNC(=O)COc1ccc(C23CC4CC(CC(C4)C2)C3)cc1 | 44
0.096 | i | CCCCOc1ccc(C(=O)N2c3ccccc3CC2C(N)=O)cc1 (stereo not drawn) | 63
0.12 | i | CCCc1ccc(C(=O)NCC(C)(O)COC)cc1 (stereo not drawn) | 59
0.088 | i | O=C(Cc1ccc(NS(=O)(=O)c2ccc(F)cc2)cc1)NCc1cccs1 | 26
0.17 | i | CN1CCc2c(sc(NC(=O)/C=C\c3ccccc3)c2-c2nc3ccccc3s2)C1 | 63
0.034 | i | CCOc1ccccc1NC(=O)Cn1c(=O)c(CNc2ccc(C)cc2)cc2cc3c(cc21)OCCO3 | 61
0.088 | i | CCC(=O)N1CCCc2ccc(NC(=O)c3cccc(OC)c3)cc21 | 54
0.1 | i | Fc1ccc(-c2noc(Cc3nc(-c4cccc(Cl)c4)cs3)n2)cc1 | 52
0.074 | i | Cc1nc(-n2cccc2)sc1C(=O)NCCOc1ccc2nnc(-c3ccccc3)n2n1 | 54
0.088 | i | CN(C)S(=O)(=O)c1ccc(C(=O)NCCC(O)C2CC2)cc1 (stereo not drawn) | 57
0.08 | i | Cc1noc(C)c1S(=O)(=O)Nc1ccc2c(c1)C(=O)N1CCCCC1CCO2 (stereo not drawn) | 56
0.1 | i | O=C(NCCCn1cccc1)c1cc(-c2ccco2)on1 | 64
0.15 | i | Cn1c(-c2ccccc2)nn(CCNC(=O)C2COc3ccccc3O2)c1=O (stereo not drawn) | 49
0.053 | i | COc1ccc(C)cc1NC(=O)C(=O)NCC(c1ccc(F)cc1)N1CCOCC1 (stereo not drawn) | 60
0.054 | i | O=C(Cc1cc(-c2ccc(Cl)cc2)on1)NCCCN1CCOCC1 | 40
0.12 | i | CC(C)c1csc(NC(=O)C(c2ccccc2)c2ccccc2)n1 | 59
0.16* | + | COc1cc(C(=O)Nc2nnc(-c3cc(C)n(C)n3)o2)cc(OC)c1OC | 39*
0.076 | i | COC1CCN(S(=O)(=O)c2cc(C)c(Cl)cc2Cl)CC1 | 57
0.079 | i | Cc1ccc(S(=O)(=O)N2CCC(c3nnc(C(C)C)o3)CC2)s1 | 60
0.17 | i | Cc1nnsc1C(=O)NCCn1ncc2c(N3CCCC3)ncnc21 | 74

Some of the compounds tested. The share of hits here may be higher or lower than overall.
